# Compound activity: PubChem, Broad Institute
# Casp6 inh: inhibitors of human caspase-6; P55212; purified caspase-6, Z-VEID-R110 cleavage fluorescence; inhibition, % at 12.5 µM; 350,000 tested, 0.53% active; AID 686996;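 active means mean inhibition across replicates at least about 35%, with every replicate also reaching that limit, limit read from the data; inconclusive means only one of the two criteria met; inactive means neither criterion met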;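 further: 0% = median of neutral control wells and 100% = no fluorescence left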
# Target sequence (P55212 24-179 limits assumed): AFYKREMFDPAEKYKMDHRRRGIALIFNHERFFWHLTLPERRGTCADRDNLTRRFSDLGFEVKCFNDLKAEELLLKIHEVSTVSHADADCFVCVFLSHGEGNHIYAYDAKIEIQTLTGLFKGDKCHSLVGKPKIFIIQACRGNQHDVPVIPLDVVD
# Target sequence (P55212 194-293 limits assumed): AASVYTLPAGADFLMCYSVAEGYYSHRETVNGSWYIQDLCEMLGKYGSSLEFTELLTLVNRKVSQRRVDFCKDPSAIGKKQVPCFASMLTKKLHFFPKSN
# SIRT5 block: sirtuin-5 (human) deacylase inhibition; Q9NXA8; Purified SirT5, succinyl-peptide AMC, trypsin-coupled fluorescence; inhibition, % at 15 µM; 330,000 tested, 1.1% active; AID 652115; in the data active means inhibition above about 15%; inconclusive means no clear call, values can overlap the other calls
# Target sequence (Q9NXA8 whole entry, looked up): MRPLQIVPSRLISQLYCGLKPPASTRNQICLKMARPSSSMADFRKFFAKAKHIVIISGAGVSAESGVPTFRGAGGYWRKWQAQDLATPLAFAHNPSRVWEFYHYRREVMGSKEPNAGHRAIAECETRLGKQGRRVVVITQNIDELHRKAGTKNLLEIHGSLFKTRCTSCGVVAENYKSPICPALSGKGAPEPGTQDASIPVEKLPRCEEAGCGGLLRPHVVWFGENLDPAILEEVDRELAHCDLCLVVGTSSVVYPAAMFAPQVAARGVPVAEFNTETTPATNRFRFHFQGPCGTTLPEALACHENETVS
# EWS-Fli inh: inhibitors of EWS/Fli oncoprotein transcriptional activity | A673 NR0B1-luciferase reporter, viability-normalised | inhibition, % at 12.6 µM | 350,000 tested, 0.67% active;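 active means mean inhibition of at least 50% after viability correction, with every replicate also passing that limit; inconclusive means mean reaches 50% but only one of two replicates passes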;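 further: firefly luciferase signal divided by Alamar Blue viability fluorescence both relative to DMSO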
# ARNT-TACC3 inh: disrupts binding between human ARNT and TACC3; inhibition, % at 9.99 µM; Q9Y6A5; 390,000 tested, 0.66% active; AlphaScreen His-ARNT PAS-B/GST-TACC3 binding, luminescence; TACC3 fragment carries E629A point mutation;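 active means mean inhibition of replicates at least 50% and at least half of replicates each reaching 50%; inconclusive means half or more replicates reach 50% but mean below 50%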;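 further: 0% = complete ARNT plus TACC3 wells and 100% = ARNT alone without TACC3; many hits fall short of the cut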
# LGR2 antag: inhibitors of bursicon-induced Drosophila LGR2 receptor cAMP signaling; HEK293 LGR2, CRE-luciferase, bursicon-stimulated, 4 h; inhibition, % at 9.99 µM; 380,000 tested, 0.35% active; AID 720647;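 active means drop in luminescence signal, shown as inhibition above about 50% in the replicate tests, limit read from the data, passing the limit was not always enough; inconclusive means probably only some replicates passing the limit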;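 further: agonist challenge used bursicon conditioned medium at about half maximal strength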
# DENV2 CPE: DENV2-induced cell death inhibition | DENV2-infected cells, cytopathic effect rescue, plate reader | CPE inhibition, % at 9.99 µM | 350,000 tested, 1.7% active; in the data active means CPE inhibition above about 20%, passing the limit was not always enough; inconclusive means no clear call, values can overlap the other calls; tested in BHK-21 cells;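 further: 0% = median of neutral control wells and 100% = median of positive control wells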
# PAX8 inh HTS: lowers PAX8-driven luciferase in RMG-I cells. 360,000 tested, 1.2% active. RMG-I TPO-luciferase reporter, SteadyGlo, 24 h. inhibition, % at 12.6 µM;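 active means mean replicate inhibition at least 60% with every replicate also reaching 60%; inconclusive means only one of the two criteria is met; inactive means mean below 60% and not all replicates reaching 60%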;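 further: luciferase light reporting Pax8 driven TPO promoter activity; plate controls were median of neutral control wells for no effect and mitoxantrone controls for full effect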
# * = called active by the depositor; ? = inconclusive; nt = not tested or not shown; & = joins results of further samples.
SMILES,Casp6 inh,SIRT5 block,EWS-Fli inh,ARNT-TACC3 inh,LGR2 antag,DENV2 CPE,PAX8 inh HTS
CCC(COC)Oc1cc(NCc2ccccc2)c2ncn(C(C)C)c2c1 (configuration not stated),5,nt,4,56*,104*,-13,70*
CN1C(=O)c2cc(NC(=O)C3CCCCC3)ccc2OC[C@@H]2O[C@H](CC(=O)NCCc3ccncc3)CC[C@H]21,0,0,-1,-9,14,-4,-4
O=C(Nc1ccc(S(=O)(=O)Nc2cnc3ccccc3n2)cc1)c1cccc(OC(F)F)c1,23,-2,14,15,7,-2,3
CCN(c1ccccc1)S(=O)(=O)c1cccc(C(=O)N(C)CC(=O)Nc2ccc(F)c(F)c2F)c1,2,-2,5,3,11,8,9
Cc1sc2nc(SCC(=O)N3CCN(CCO)CC3)n(-c3ccccc3)c(=O)c2c1C,1,-1,nt,4,-2,0,nt
Cc1cccc(NC(=O)c2sc3nc(C)nc(N4CCOCC4)c3c2C)c1,2,nt,-16,nt,-19,-4,-14
C=CCC[C@H](Cc1ccc(F)cc1)C(=O)OC[C@@H](NC(=O)[C@@H](CC=C)CC(=O)N[C@@H](CO)Cc1ccccc1)C(C)(C)C,-1,1,11,-1,39,-3,108*
O=C(CCCCC(=O)NN=Cc1ccc2c(c1)CCC2)NN=Cc1ccc2c(c1)CCC2,-1,-4,-5,nt,-4,9,-2
CNC[C@H]1Oc2c(NC(=O)C3CC3)cccc2C(=O)N([C@H](C)CO)C[C@@H]1C,-3&-3,0,-9&-6,-14,-6&14,16&14,-18&-14
O=C1NC(=S)N/C1=C\c1ccc(Oc2ccc(C(F)(F)F)cc2[N+](=O)[O-])c(Cl)c1,-2,-2,-7,-6,-7,2,-4
COc1ccc2c(c1)C(=NNc1ccc(C(=O)O)cc1)c1cc(OC)ccc1-2,-1,2,-4,-2,-18,8,3
COc1ccc2c(c1)O/C(=C\c1ccccc1O)C2=O,-1,0,-100,nt,nt,1,-151
CN(C)C(=O)C[C@@H]1CC[C@@H]2[C@H](COC[C@H](O)CN2Cc2nccs2)O1,1,-2,-5,-9,-12,3,-3
COc1ccccc1-n1cnc2c(c1=O)c1nc3ccccc3nc1n2-c1ccc(C)cc1,3,-5,-1,nt,7,-12,-7
Cc1cccc(N2CCN(C(=O)CN3C(=O)NC(C)(C)C3=O)CC2)c1C,-2,2,-40,-9,-14,-1,-65
O=C(CN(Cc1ccco1)C(=O)CCC(=O)Nc1ccccn1)NCc1ccccc1,5,1,-2,-1,-1,4,-14
C[C@@H]1CN([C@H](C)CO)C(=O)c2cccc(N(C)C)c2O[C@H]1CN(C)C,2,-1,-5,0,4,3,-9
COC(=O)c1ccccc1NC(=O)c1cnn2cccnc12,-1,-2,-2,1,-5,7,-12
C[C@H](CO)N1C[C@H](C)[C@H](CN(C)S(=O)(=O)c2ccc(Cl)cc2)Oc2ccc(NS(=O)(=O)c3ccc(F)cc3)cc2CC1=O,nt,nt,7,0,-1,-12,2
O=C(NCc1ccccc1Cl)C1CCC(CNc2c(N3CCCCC3)c(=O)c2=O)CC1 (configuration not stated),7,0,6,0,-8,10,-1
COC(=O)C[C@H]1CC[C@H]2[C@@H](COc3ccc(NC(=O)c4ccc(F)c(F)c4)cc3C(=O)N2C)O1,0,-2,-1,-4,19,-2,-4
Cc1ccc2[nH]c(O)c(N=NC(=O)CCc3ccccc3)c2c1Br,nt,nt,8,-6,-10,nt,-1
CSc1nnc(SCC(=O)Nc2ccc3[nH]c(=O)[nH]c3c2)s1,-3,-5,4,2,1,-18,-6
O=C(CC1C(=O)NCCN1Cc1cccc(F)c1F)NCCCC1CCCC1 (configuration not stated),-1,-2,nt,-4,7,-5,-11
Cc1cccnc1CN1CCN(Cc2nc(Cc3cccc(F)c3)no2)CC1,1,-5,4,2,-9,nt,14

# A draw from above in order of count of non-hydrogen atoms, smallest number first.
SMILES,Casp6 inh,SIRT5 block,EWS-Fli inh,ARNT-TACC3 inh,LGR2 antag,DENV2 CPE,PAX8 inh HTS
Cc1ccc2[nH]c(O)c(N=NC(=O)CCc3ccccc3)c2c1Br,nt,nt,8,-6,-10,nt,-1
CNC[C@H]1Oc2c(NC(=O)C3CC3)cccc2C(=O)N([C@H](C)CO)C[C@@H]1C,-3&-3,0,-9&-6,-14,-6&14,16&14,-18&-14
Cc1cccnc1CN1CCN(Cc2nc(Cc3cccc(F)c3)no2)CC1,1,-5,4,2,-9,nt,14
COC(=O)C[C@H]1CC[C@H]2[C@@H](COc3ccc(NC(=O)c4ccc(F)c(F)c4)cc3C(=O)N2C)O1,0,-2,-1,-4,19,-2,-4

# Following part:
SMILES,Casp6 inh,SIRT5 block,EWS-Fli inh,ARNT-TACC3 inh,LGR2 antag,DENV2 CPE,PAX8 inh HTS
CCOC(=O)c1cnc2ccccc2c1Nc1ccc2c(c1)OCCO2,-2,6,-13,2,1,9,-6
Cc1ccc(NC(=O)CN2C(=O)C3CC=CCC3C2=O)cc1S(=O)(=O)N1CCOCC1 (configuration not stated),-3,3,-3,2,-10,-3,8
CC(C)C1C(=O)N(Cc2cn(CCC3OCCCO3)nn2)CCS(=O)(=O)N1Cc1ccc(-c2cccc(N(C)C)c2)cc1 (configuration not stated),2,2,-12,nt,1,2,20
C[C@H](CO)N1C[C@H](C)[C@H](CN(C)Cc2ccncc2)OCCCC[C@H](C)Oc2ccc(NS(=O)(=O)c3ccccc3)cc2C1=O,0,1,0,-29,11,73*,-10
Cc1ccc(-n2c(SCC(=O)NC3CCCCC3)nc3c(c2=O)SCC3)cc1,-2,-1,-5,0,5,-7,-2
Cc1cccc(NC(=O)c2ccc3c(=O)n4c(nc3c2)CCCCC4)n1,3,1,9,2,17,?,-62
COCCN1C(=O)c2ccc(C(=O)NCc3ccco3)cc2C1=O,5,1,1,-6,8,-1,30
CCC(C)(C)n1nnnc1C(c1ccccc1F)N1CCN(C(=O)c2ccco2)CC1 (configuration not stated),0,10,-2,-1,-1,?,-6
COC(=O)C[C@@H]1C=C[C@@H](NC(=O)CN(C)C)[C@@H](CO)O1,10,-3,4,nt,8,19,-12
CC(=NNc1ccc2ccccc2n1)c1ccccc1O,8,-3,74*,28,95*,-6,32
CC=Cc1ccc2n(c1=O)C[C@H]1[C@H](CO)[C@@H](C(=O)Nc3ccccc3)N(CC)[C@@H]21 (mixture of isomers),0,1,-34,nt,15,5,nt
NS(=O)(=O)c1ccc(CNC(=S)Nc2ccc(F)c(Cl)c2)cc1,4,-3,2,0,-19,5,-20
C[C@H](CO)N1C[C@H](C)[C@@H](CN(C)S(=O)(=O)c2cn(C)cn2)OCCCC[C@H](C)Oc2ccc(NC(=O)CCC(F)(F)F)cc2C1=O,-4,-3,-10,-6,8,1,-3
Cc1c(C(=O)Nc2cccc(Cl)c2)oc2ccc(S(=O)(=O)N3CCC4(CC3)OCCO4)cc12,-1,-4,9,10,-4,-4,nt
COc1ccc(C(=O)N2CCN(Cc3ccccn3)CC2)cc1,-3,-6,2,-4,-5,-4,-20
CC(C)Sc1nc2ccc(N3C(=O)C4CCCCC4C3=O)cc2s1 (configuration not stated),0,-2,-5,-2,nt,0,-29
COc1cc(Nc2nc3ccccc3n3nnnc23)cc(OC)c1OC,0,-4,-41,1,nt,6,-6
NC(=O)c1ccccc1NC(=O)Nc1ccccc1Cl,2,-3,6,nt,-5,13,-72
C[C@@H]1CN([C@@H](C)CO)C(=O)c2cc(NC(=O)NC3CCCCC3)ccc2O[C@H]1CN(C)Cc1ccc(C(=O)O)cc1,-2,0,-36,2,1,-5,0
COc1ccc(/C=C2\SC(=O)N(CCCC(=O)Nc3ccc(C(=O)O)cc3)C2=O)cc1,3,nt,82*,nt,0,97*,57
O=C(CN(C(=O)c1csnn1)c1cccc(Cl)c1)NC1CCCCC1,-1,-3,2,-4,14,-1,-4
COc1ccc(NC(=O)Nc2ccc3c(c2)CC(=O)N([C@H](C)CO)C[C@H](C)[C@H](CN(C)C(=O)Nc2ccc(OC)cc2)O3)cc1,1,-1,-11,6,3,-9,nt
CC(=O)N1[C@H](CO)[C@@H](c2ccccc2)[C@H]1CN(CC(C)C)C(=O)c1ccccn1,nt,0,-5,0,-2,11,-12
O=C(O)/C=C/c1cccc(NC(=O)c2ccc(Cl)cc2)c1,2,-1,1,-2,-11,-2,-5
O=C(O)C1=C[C@@H](C2CCCCC2)C[C@@H](OCCCCO)O1,1&16,1&0,-1&-5,13&1,2,1&19,-4&1
# (next part)
SMILES,Casp6 inh,SIRT5 block,EWS-Fli inh,ARNT-TACC3 inh,LGR2 antag,DENV2 CPE,PAX8 inh HTS
CCN(CC)c1cc(C)c2cc(NC(=O)c3cccs3)ccc2n1,8,-2,-18,15,-22,12,-13
CC(C)COC(=O)N(C)C[C@H]1OCc2cnnn2CCCC(=O)N([C@@H](C)CO)C[C@H]1C,-2&-3,-3&0,-1&11,-3,8,0&0,1&-1
COc1ccccc1S(=O)(=O)N[C@@H]1C=C[C@@H](CC(=O)NCc2cc(F)cc(F)c2)O[C@@H]1CO,3,0,-3,0,-26,7,8
COc1ccccc1C(=O)NC(=O)COC(=O)Cc1n[nH]c(=O)c2ccccc12,-2,0,-3,-2,12,-5,16
CCNC(=O)C[C@@H]1CC[C@@H]2[C@H](COc3ccc(NC(=O)Nc4cccc(Cl)c4)cc3C(=O)N2C)O1,0,2,-7,-4,1,-7,15
COc1cccc(S(=O)(=O)N(C)C[C@H]2OCc3cn(nn3)CCCC(=O)N([C@@H](C)CO)C[C@@H]2C)c1,-1&0,1&-3,-5&4&8,-11,1&-18,-6&-5,-6&1&-18
CN(C)N1C(=O)CC(C)(c2ccc([N+](=O)[O-])cc2)C1=O (configuration not stated),-1,-3,0,0,1,-13,-32
CCOC(=O)C(NC(=O)c1ccccc1)(OCc1ccc(F)cc1)C(F)(F)F (configuration not stated),-3,-2,10,-6,7,?,4
CCn1nc(C)c(CNC(=O)C2CCC(=O)N(Cc3ccc(Cl)cc3)C2)c1C (configuration not stated),-1,1,-5,-3,7,0,-1
COc1ccc(C(=O)CSc2nnc(CNC(=O)c3ccccc3F)n2C)cc1OC,nt,-1,-3,-1,-22,5,-12
CC1CCc2c(C(=O)Nc3ccccn3)csc2C1 (configuration not stated),1,3,-61,-6,-51,-2,-175
CC(C)CCn1nnnc1CN1CCN(C(c2ccccc2)c2ccccc2)CC1,1,0,11,0,27,nt,-8
CNC(=O)C[C@H]1CC[C@@H]2[C@H](COC[C@H](O)CN2Cc2ccccc2F)O1,9,1,nt,-3,-13,-2,nt
O=C(NCC[C@H]1CC[C@@H](NS(=O)(=O)c2ccccc2)[C@@H](CO)O1)c1cc(Cl)cc(Cl)c1,1,-3,0,-2,8,-5,6
Cc1ccc(S(=O)(=O)Nc2ccc3c(c2)C(=O)N([C@@H](C)CO)C[C@@H](C)[C@H](CN(C)C(=O)NC2CCCCC2)OCCCC[C@H](C)O3)cc1,-2,3,-1,9,-10,10,-6
Cc1c(/C=N\NC(=O)C2COc3ccccc3O2)c2ccccc2n1C (configuration not stated),nt,nt,nt,0,1,nt,45
COc1cc(C#Cc2c(-c3cncn3C)n(C)c3ccc(-c4ccc(OC)nc4)cc23)cc(OC)c1,3,nt,17,-2,nt,-3,14
O=S(=O)(Cc1ccccc1)N1CCCc2ccccc21,5,2,0,-12,14,0,-4
CC(Sc1ncn[nH]1)C(=O)NCc1ccccc1 (configuration not stated),0,2,4,nt,-5,6,nt
Cc1coc2c(C)c3oc(=O)c(CCC(=O)NCc4ccccn4)c(C)c3cc12,-1,-4,-5,-5,nt,3,nt
O=C(/C=C\c1cccs1)c1c(O)ccc2ccc(=O)oc12,nt,nt,nt,-1,28,nt,14
COc1ccc(N2CCc3c(C)nc4c(OC)cccc4c32)cc1,4,-4,?,0,-9,0,26
Cc1ccc(NC(=O)Nc2ccc3c(c2)C(=O)N(C)[C@@H]2CC[C@H](CC(=O)O)O[C@H]2CO3)cc1,2,-2,-12,-23,-4,0,-32
CO[C@H]1CN(C)C(=O)c2ccc(NC(=O)CC(F)(F)F)cc2OC[C@H](C)N(C(=O)C2CC2)C[C@H]1C,2,nt,3,nt,0,11,-3
COc1ccc(C)cc1NC(=O)C(=O)NNC(=O)COc1ccc(Cl)cc1,1,0,3,1,14,?,-2
COc1ccc2c(c1)c[n+](C)c1c3cc(OC)c(OC)cc3ccc21,-7,nt,31,nt,2,?,-18
